Nrf2 activator: activates Nrf2 signaling. AREc32 ARE-luciferase reporter (MCF7-derived line), luminescence, 24 h. Potency, µM (doses to about 46.1 µM), for the others: top-dose activation, hits mostly activators. 410,000 compounds, 0.31% hits. AID 624171; also: potency is read from the fitted curve at half-maximal effect; % of control where 0% means no effect; nearly all actives have a fitted effect of over 65% in size
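Each well held 1000 AREc32 cells, which were incubated with compound for 24 hr at 37 deg C after overnight attachment, and ARE reporter activity was quantified by firefly luciferase luminescence.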
Nrf2 block: Nrf2 pathway inhibition; A549 ARE-Fluc reporter, luciferase luminescence, 18-24 h; Potency, µM (series often up to 46 µM), for inactives: at the highest dose activity change, negative = inhibition, hits mostly inhibitors; 360,000 compounds, 2.1% hits; also: potency is read from the fitted curve at half-maximal effect; % is scaled to controls: 0 for no effect and ±100 for the full control effect; nearly all actives have a fitted effect of over 60% in size
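Reporter: ARE-Fluc in A549. Exposure: 18-24 h, 37 °C, 5% CO2, 5% FBS OPTI-MEM. Readouts: fluorescent cytotoxicity (CellTiter-Fluor), then luminescent Nrf2 signal after BugLite.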
Mm-Cpn inhibitor: M. maripaludis TRiC chaperonin inhibition; purified Mm-Cpn ATPase, ADP Transcreener TR-FRET; 330,000 compounds, 0.031% hits; Potency, µM (titrated, usually from 76.9 µM), inactives show at the top dose activity, negative = inhibition, usual class: inhibitors; AID 504842; also: potency is read from the fitted curve at half-maximal effect; % is scaled to controls: 0 for no effect and ±100 for the full control effect; nearly all actives have a fitted effect of over 80% in size
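ATPase turnover read by TR-FRET ADP competition (Eu cryptate antibody/ADP-d2, 665/590 nm): 10uM ATP final, 25nM Mm-CPN final, 30 min 37degC after 10-min compound preincubation, pH 7.4 Tris/KCl/MgCl2/DTT buffer.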
A549 viability: kills or reduces viability of A549 cells in Nrf2 counter-screen; A549 ARE-Fluc cells, CellTiter-Fluor viability, 18-24 h; 390,000 compounds, 0.16% hits; AID 504648; Potency, µM (highest dose often 46 µM), for the others: at the highest dose activity change, negative = cytotoxicity, most hits filed as inhibitors; also: potency is read from the fitted curve at half-maximal effect; % is scaled to controls: 0 for no effect and ±100 for the full control effect
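A549 ARE_Fluc cells in 5% FBS OPTI-MEM were exposed to compounds in concentration-response for 18-24 h at 37 deg C. Viability was read by CellTiter-Fluor fluorescence (Ex 405/Em 525) after 30 min, before the luciferase read.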
Abeta rescue: compounds reversing amyloid beta toxicity in yeast. 410,000 compounds, 0.063% hits. Potency, µM (top dose mostly 46.1 µM), for the others: at the highest dose growth rescue, actives largely listed as activators. yeast expressing A-beta42, growth rescue, OD600, 48 h; response scale: 0% DMSO, 100% iron-clioquinol control; also: potency is read from the fitted curve at half-maximal effect; nearly all actives have a fitted effect of over 55% in size
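Yeast growth medium received pinned compounds, then yeast cells expressing toxic A-beta were added; plates incubated at 30 C for 48 hr. Growth read as absorbance at 600 nm, normalized to DMSO and equimolar FeCl3 plus clioquinol controls.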
HepG2 tox: kills HepG2 cells in TGF-b inhibitor counter-screen. Potency, µM (series often up to 46.1 µM), without a hit: top-dose activity change, negative = cytotoxicity, usual class: cytotoxic. 410,000 compounds, 0.76% hits. HepG2 CAGA-GFP viability, ATP luminescence, 18 h; also: potency is read from the fitted curve at half-maximal effect; some results filed as inactive show a strong effect at the top dose
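CellTiter-Glo luminescence gave cytotoxicity after 18 hours at 37 degrees C. The cells were HepG2 CAGA-GFP in 1% FBS DMEM, stimulated with 500 pg/mL TGF-beta after compound addition. %Activity was normalised to no-cell wells (complete cell-killing) and DMSO (no toxicity), and curves were fitted and classified.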
TGFb SMAD3 inh: TGF-b pathway inhibition. HepG2 CAGA-GFP TGF-b/SMAD3 reporter, GFP fluorescence, 18 h; TGF-beta stimulated, 500 pg/mL final. Potency, µM (titrated, usually from 46.1 µM), without a hit: at the top dose activity, negative = inhibition, usual class: inhibitors. 410,000 compounds, 1.2% hits. AID 588855; also: potency is read from the fitted curve at half-maximal effect; % is scaled to controls: 0 for no effect and ±100 for the full control effect; nearly all actives have a fitted effect of over 65% in size
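Cell-based qHTS in HEPG2 carrying a CAGA-GFP Smad reporter; compounds added before 500 pg/mL final TGF-beta, 18 h incubation at 37 degrees C, GFP fluorescence quantified per cell by imaging cytometry.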
CCT chaperon mod: changes cytosolic chaperonin activity. purified chaperonin ATPase assay, HTRF ADP detection, 30 min. 360,000 compounds, 0.3% hits. activity change, % (concentration not given with the values), hits read low; in the data active = activity change below about -30%; also: % is scaled to controls: 0 for no effect and ±100 for the full control effect
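TRiC at 40 or 20 nM final (batch-dependent) in 30 mM Tris pH 7.4, 100 mM KCl, 5 mM MgCl2, 1 mM DTT, with compound at single 76 uM and 10 uM ATP, 30 min at 37 deg C. ADP detected by HTRF Transcreener, 665/615 ratio.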
pAkt inh: blocks phosphorylation of Akt. Neuro2A IGF-stimulated pAkt S473 HTRF, 20 min; active compounds read low. activity change, % for hits at 50 µM. 360,000 compounds, 0.32% hits; in the data active = activity change below about -80%; inconclusive = mostly about -51% to -80%; also: % is scaled to controls: 0 for no effect and ±100 for the full control effect
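Neuro2A cells in DMEM with 0.5% FBS, overnight at 37 deg C, given compound at single 50 µM final, then IGF (6 nM final) for 20 min at 37 deg C. Lysed; phospho-Akt Ser473 by HTRF after 24 h, 665/615 ratio.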
* hit, by the source's call; i = inactive; ? = inconclusive; . = no result given; [ ] = remark or other dose. Unless noted, calls follow the shape of the dose curve; as a rule, active = well fitted curve in the direction sought with a large enough effect; inconclusive = small, poorly fitted or top-dose-only effect, or another doubt; inactive = no such curve, though single readings can be large; an effect the other way counts as inactive or inconclusive. Random draw from the library; 4.3% or so of the library scored in one or more.

The line under a structure holds: Nrf2 activator, Nrf2 block, Mm-Cpn inhibitor, A549 viability, Abeta rescue, HepG2 tox, TGFb SMAD3 inh, CCT chaperon mod, pAkt inh
> CCOC(=O)C(C)N1C(=O)S/C(=C/c2ccc3c(c2)n(C)c(=O)n3C)C1=O (stereo not drawn)
  ?, 21µM*, -1%, -6%, -11%, -49%, 1%, -1.7, i
> FC(F)(F)c1ccccc1NC(=S)Nc1ccccc1
  -0.2%, 28%, 2%, 2%, -3%, -8%, -1%, -4.2, i
> O=C(OCCOCCOC(=O)Oc1ccccc1)Oc1ccccc1
  0.6%, 6%, ., 0%, -2%, 12%, -2%, -1.9, i
> CC1CCN(c2nn3c(=O)c(C(=O)NCCc4ccc(Cl)cc4)cnc3s2)CC1
  0.3%, 0%, ., -1%, 2%, 2%, -4%, ., .
> Nc1nc(CN2CCN(c3cccc(Cl)c3)CC2)nc(N2CCCc3ccccc32)n1
  -0.5%, ., -1%, 14%, 25%, -12%, ?, -1.9, i
> CC(C)CC1C(=O)N(Cc2cn(CCC3OCCCO3)nn2)CCS(=O)(=O)N1Cc1ccc(-c2cccc(N(C)C)c2)cc1 (stereo not drawn)
  -0.1%, ., ., ., -12%, 2%, -15%, -2.0, i
> N#Cc1cc(-c2ccccc2)nc(NN)n1
  0.0%, -14%, 3%, 5%, 15%, -20%, ?, 1.1, i
> COc1ccc(C)cc1S(=O)(=O)NCC(c1cccnc1)N1CCc2ccccc2C1 (stereo not drawn)
  -0.4%, -8%, -1%, 2%, 2%, -10%, -1%, 0.6, i
> CCn1c(SCC(=O)OC)nnc1C1CCCCC1
  -0.5%, 1%, 1%, 1%, 4%, -3%, 14%, -0.9, i
> COC(=O)/C=C1\N/C(=N\c2nc(C)cc(C)n2)N(c2ccccc2)C1=O
  12%, 2%, -1%, -4%, -1%, -27%, 1%, -38*, i
> O=C(c1cc(-c2ccccc2)on1)N1CCN(Cc2ccc3c(c2)OCO3)CC1
  0.5%, ?, -1%, 2%, 10%, -53%, -20%, -2.6, i
> CC(=O)c1ccc(NC(=O)CCCN2C(=O)C(c3ccccc3)Oc3cccnc32)cc1 (stereo not drawn)
  -0.2%, -16%, -11%, 3%, 12%, -1%, -2%, 0.8, i
> Nc1nn(-c2ccccc2)nc1C(=O)OCc1ccccc1Br
  7.1%, 23%, ., -2%, -15%, -24%, 8%, ., .
> CC1(C)CC(=O)C=C(Nc2ccc(Br)cn2)C1
  0.0%, 6%, -1%, -1%, 9%, 11%, 1%, -0.1, i
> Nc1ccc(S(=O)(=O)NC2=NCCCCC2)cc1N
  -0.3%, 1%, -1%, 3%, -18%, 1%, 8%, -3.1, i
> C/C(=N\NC(=S)NCc1ccccc1)c1ccc2c(c1)OCCO2
  8.3%, ?, -1%, ?, 26%, -39%, ?, -0.1, i
> COc1ccc(/C=C/c2cc[n+](C(=O)Cc3ccccc3)cc2)cc1
  19%, ?, 1%, -19%, -15%, 3%, 0%, -2.3, i
> Cc1c(/C=N/N=C2\CCC3C4CCc5cc(O)ccc5C4CCC23C)cnn1C (stereo not drawn)
  -0.8%, 0%, 0%, 2%, 9%, 10%, 12%, -0.2, i
> COc1ccc(O)c(C(=O)c2cc(C#N)c(=O)n(CCN3CCOCC3)c2)c1
  0.4%, 6%, 0%, 0%, 3%, 2%, 0%, -3.0, i
> Cc1ccccc1N1CC(C(=O)Nc2ccc(S(=O)(=O)N3CCCCC3)cc2)CC1=O (stereo not drawn)
  -0.4%, ?, 3%, 8%, -14%, -6%, ?, -1.5, i
> COc1cccc(-n2c(C)nc3c(cnn3-c3ccc(C)c(C)c3)c2=O)c1
  4.9%, -61%, ., -2%, 12%, -37%, ?, ., .
> COc1ccc(-c2nnc(SCC(=O)c3cccs3)n2-c2ccc(Cl)cc2)cc1
  0.2%, ?, 0%, -3%, -7%, 0%, 0%, -1.2, i
> CCc1nnc(NC(=O)c2ccc3nc(CC)c(CC)nc3c2)s1
  -0.3%, ?, -2%, 0%, -5%, -2%, 1%, -11, i
> COc1ccc(C2(CNC(C)=O)CCCC2)cc1OC
  -0.6%, 21%, -1%, -7%, -3%, 8%, -3%, -1.8, i
> COC(=O)c1c(C)[nH]c(C(=O)/C=C/c2cccc(Cl)c2)c1C
  11%, 10%, 2%, 2%, -21%, 0%, 11%, 3.1, i
> O=C(Nc1ccc(S(=O)(=O)N(Cc2ccccc2)c2ccccc2)cc1)c1ccccc1F
  -1.0%, 6%, ., 0%, -14%, 1%, -13%, ., .
> CC(C)C[C@H]1CN=C(Nc2ccccc2)N1CC1CCC1
  -1.1%, 28%, -6%, 1%, 4%, 3%, 7%, -4.9, i
> O=C(COC(=O)/C=C/c1ccc(Cl)cc1Cl)NCC1CCCO1 (stereo not drawn)
  -0.2%, 4%, 0%, 0%, 0%, -21%, -16%, 0.7, i
> CCC1(CC)NC(=O)N(CC(=O)N2CCc3ccccc32)C1=O
  3.4%, 18%, 3%, ?, -9%, 11%, -6%, 0.9, i
> O=C(Cn1nc(Cc2cccnc2)c2ccccc2c1=O)NCc1ccc2c(c1)OCO2
  0.2%, -15%, 0%, -3%, -2%, -6%, 0%, 0.2, i
> O=C(CCC1COc2ccccc2O1)Nc1ncccc1O (stereo not drawn)
  0.0%, ., 0%, 1%, 24%, -19%, 2%, 0.6, i
> Cc1ccccc1CN(C)CC(=O)Nc1ccccc1-c1ccccc1
  0.1%, -6%, 3%, -3%, 4%, -25%, ?, -0.5, i
> Cc1[nH]c(=O)[nH]c(=O)c1/C=N/NC(=O)[C@@H](NC(=O)OC(C)(C)C)C(C)C
  1.6%, -16%, 1%, 5%, 0%, -13%, 14%, -3.3, .
> Nc1ncnc2c1ncn2[C@@H]1O[C@H](CNC(=O)[C@@H]2C[C@H](F)CN2)[C@@H](O)[C@H]1O
  -0.8%, 1%, -1%, 0%, 0%, 1%, -19%, 1.5, i
> COc1cccc(N2CCN(C(=O)c3cc4c(s3)-c3c(C)cccc3OC4)CC2)c1
  4.5%, -4%, ., -9%, 8%, -23%, ?, ., .
> CCCc1c(-c2cccc(Cl)c2)ncn1CCc1ccccc1OC
  -0.3%, ., ., ., 21%, ., ., 0.1, i
> COC(=O)c1c(NC(=O)C(Cl)Cl)sc2c1C(C(=O)OC)CC2 (stereo not drawn)
  28%, 24%, 1%, -3%, -13%, -72%, 11µM*, -2.6, i
> COc1ccc(CCC(C)N2CCc3ccccc3C2)cc1 (stereo not drawn)
  0.2%, -3%, -1%, -7%, -4%, -7%, -9%, -1.6, i
> N#CCSc1nnc(-c2sc3ccccc3c2Cl)o1
  ?, -18%, -11%, -1%, 9%, -34%, 0%, 0.9, i
> Cc1ccc(-c2ccnc3[nH]n(-c4ccccc4)c(=O)c23)cc1
  0.3%, 5%, 0%, -6%, -6%, -1%, -7%, 1.6, i
> COc1ccc(CCNCC(=O)Nc2ccc(OC(F)(F)F)cc2)cc1OC
  3.3%, -9%, 0%, ?, -1%, -56%, ?, -6.1, i
> CCOc1ccc(C2=NNC(c3cccs3)=Nc3ccc(OC)cc32)cc1OCC
  6.7%, 47%, -1%, 0%, 3%, 11%, 16%, 1.7, i
> CCC(C)N(C(=O)CSc1nnc2ccccn12)C1CCS(=O)(=O)C1 (stereo not drawn)
  -0.1%, -10%, -2%, 1%, -1%, 4%, 6%, -0.1, i
> Cc1cc(N2CCOCC2)n2nc(-c3cccc(F)c3)cc2n1
  ?, -18%, 2%, -5%, 2%, -14%, -3%, 1.1, i
> O=C(c1cccc([N+](=O)[O-])c1)c1cc2ccccc2o1
  13%, 12%, -1%, 8%, 9%, -1%, 2%, 0.0, i
> CCOc1ccc(Cn2c(CNS(=O)(=O)c3ccc(Cl)s3)nc3cccnc32)cc1
  7.4%, ., ., -4%, -3%, -26%, ?, ., .
> CCC(Nc1nc(-c2ccccc2)nc2ccccc12)C(=O)O (stereo not drawn)
  2.9%, -18%, -1%, -3%, 2%, -1%, -8%, -2.5, i
> CCc1ccc2nc(N)sc2c1
  0.5%, 5%, 0%, 5%, -39%[inhibitor], -23%, 1%, -4.0, i
> Cc1c(Cl)cccc1NC(=S)NC1CC1
  -0.1%, -2%, 1%, -4%, ?, 0%, -7%, -1.0, i

Four structures already listed, ordered by SMILES length, ascending:
The line under a structure holds: Nrf2 activator, Nrf2 block, Mm-Cpn inhibitor, A549 viability, Abeta rescue, HepG2 tox, TGFb SMAD3 inh, CCT chaperon mod, pAkt inh
> COc1ccc(CCC(C)N2CCc3ccccc3C2)cc1 (stereo not drawn)
  0.2%, -3%, -1%, -7%, -4%, -7%, -9%, -1.6, i
> CC(C)C[C@H]1CN=C(Nc2ccccc2)N1CC1CCC1
  -1.1%, 28%, -6%, 1%, 4%, 3%, 7%, -4.9, i
> O=C(c1cccc([N+](=O)[O-])c1)c1cc2ccccc2o1
  13%, 12%, -1%, 8%, 9%, -1%, 2%, 0.0, i
> CC1CCN(c2nn3c(=O)c(C(=O)NCCc4ccc(Cl)cc4)cnc3s2)CC1
  0.3%, 0%, ., -1%, 2%, 2%, -4%, ., .

As entered above.
CC1CCN(c2nn3c(=O)c(C(=O)NCCc4ccc(Cl)cc4)cnc3s2)CC1 in TGFb SMAD3 inh is entered as -4%
O=C(CCC1COc2ccccc2O1)Nc1ncccc1O (stereo not drawn) in Mm-Cpn inhibitor is entered as 0%

Compound activity (PubChem BioAssay)
